Screening results: PubChem BioAssay, several laboratories
Bim-Bfl-1 – disrupts Bim binding to human Bfl-1; Q16548; Bead-based flow cytometry, Bim-Bfl-1 binding inhibition; inhibition, % at 10 µM; 190,000 compounds, 0.12% hits; AID 1008;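 note: 0% = wells without compound plus tracer and 100% = blocker peptide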
RGS4-Gao reg – human RGS4-Galphao interaction regulation; binding response (% of control), % at 10 µM; AID 1415; 220,000 compounds, 0.33% hits; P09471; Multiplexed bead flow cytometry, RGS4-Galphao binding; actives lie on both sides; in the data active = binding response below about 49% or above about 150%; inactive = in between;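 note: fluorescent Galphao activated with aluminum fluoride binding bead-coupled RGS4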
Target sequence (P09471 whole entry, looked up): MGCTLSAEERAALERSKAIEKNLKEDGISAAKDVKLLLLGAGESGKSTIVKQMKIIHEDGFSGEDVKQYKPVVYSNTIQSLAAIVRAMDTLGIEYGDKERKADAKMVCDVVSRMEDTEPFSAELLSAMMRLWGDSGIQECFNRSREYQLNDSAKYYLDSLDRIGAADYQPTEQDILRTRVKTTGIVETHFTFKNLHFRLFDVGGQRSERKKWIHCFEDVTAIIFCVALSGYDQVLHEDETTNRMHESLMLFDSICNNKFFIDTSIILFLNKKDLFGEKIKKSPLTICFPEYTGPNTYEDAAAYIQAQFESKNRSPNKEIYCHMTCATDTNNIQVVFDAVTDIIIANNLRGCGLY
RGS8-Gao reg – modulates binding of RGS8 to human Galphao; multiplexed bead flow cytometry; actives lie on both sides; AID 1423; P09471; response (percent of control binding), % at 10 µM; 220,000 compounds, 0.34% hits; in the data active = response below about 60% or above about 140%; inactive = in between;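 note: Galphao activated as the GDP aluminium fluoride complex binding bead-coupled RGS8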
Bim-Mcl-1 – human Bim-Mcl-1 interaction inhibition; Bead-based flow cytometry, Bim peptide-Mcl-1 binding; inhibition, % at 10 µM; 190,000 compounds, 0.1% hits;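 note: 0% = no compound tracer wells and 100% = peptide blocker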
Bcl-W Bim block – inhibitors of Bim-Bcl-W interaction, human; inhibition, % at 10 µM; bead-based flow cytometry, Bim peptide-Bcl-W binding; 190,000 compounds, 0.02% hits;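 note: 0% = bound tracer without compound and 100% = peptide blocker; higher means less fluorescent Bim peptide bound to Bcl-W beads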
Target sequence (Q92843 whole entry, looked up): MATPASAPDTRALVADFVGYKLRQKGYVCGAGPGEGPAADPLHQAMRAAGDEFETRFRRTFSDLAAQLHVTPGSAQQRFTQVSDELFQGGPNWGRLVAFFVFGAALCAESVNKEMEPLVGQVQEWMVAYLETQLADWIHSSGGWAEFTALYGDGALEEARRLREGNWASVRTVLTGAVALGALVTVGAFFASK
RGS7-Gao – regulators of human RGS7-Galphao interaction; Multiplexed bead flow cytometry, RGS7-Galphao binding; actives lie on both sides; 220,000 compounds, 0.35% hits; P09471; binding response (% of control), % at 10 µM; in the data active = binding response below about 49% or above about 150%; inconclusive = no clear call, values can overlap the other calls; inactive = in between;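 note: fluorescent Galphao held in activated GDP-AlF4 state binding bead-coupled RGS7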
Bim-Bcl-2 – disrupts Bim peptide binding to human Bcl-2. Bead-based flow cytometry, Bim peptide-Bcl-2 binding. inhibition, % at 10 µM. 190,000 compounds, 0.06% hits. AID 950; in the data active = inhibition above about 40%; inconclusive = no clear call, values can overlap the other calls;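 note: 0% = no compound wells with probe peptide and 100% = reference peptide inhibitor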
Bcl-B Bim block – inhibitors of Bim-Bcl-B interaction, human; 190,000 compounds, 0.073% hits; Q9HD36; inhibition, % at 10 µM; AID 951; bead-based flow cytometry, Bim peptide-Bcl-B binding;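 note: 0% = tracer peptide without compound and 100% = reference inhibitor peptide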
Target sequence (Q9HD36 whole entry, looked up): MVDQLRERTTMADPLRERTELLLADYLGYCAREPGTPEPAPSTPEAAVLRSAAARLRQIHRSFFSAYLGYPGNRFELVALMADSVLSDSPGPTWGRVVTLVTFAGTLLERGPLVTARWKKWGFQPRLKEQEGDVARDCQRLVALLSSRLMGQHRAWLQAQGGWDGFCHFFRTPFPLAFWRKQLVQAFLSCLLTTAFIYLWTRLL
Mcl1 Noxa PPI – Mcl-1/Noxa interaction inhibition | 220,000 compounds, 1.5% hits | TR-FRET Mcl-1/Noxa peptide binding, 2 h | AID 1022 | Q07820 | inhibition, % at 21.7 µM;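 active = compounds that cut the protein-peptide binding signal by more than 50% relative to plate controls in a single-dose test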;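 note: His-tagged Mcl-1 with rhodamine Noxa BH3 peptide and terbium anti-His antibody; 0% = Mcl-1 plus Noxa peptide wells and 100% = peptide-only wells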
Mcl1-Bid inh – Mcl-1/Bid interaction inhibition; TR-FRET Mcl-1/Bid-Dy647 peptide binding, 1536-well; inhibition, % at 21.7 µM; 220,000 compounds, 0.97% hits; AID 1021;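 active = compounds that cut the binding signal by more than half at the single screening dose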;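 note: His-tagged Mcl-1 with europium anti-His antibody binding Bid BH3 peptide; 0% = Mcl-1 plus peptide wells and 100% = peptide-only wells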
Bcl-XL Bim block – human Bim-Bcl-XL interaction inhibition. Q07817. Bim peptide-Bcl-XL binding, bead flow cytometry, fluorescence. inhibition, % at 10 µM. 190,000 compounds, 0.04% hits
Target sequence (Q07817 whole entry, looked up): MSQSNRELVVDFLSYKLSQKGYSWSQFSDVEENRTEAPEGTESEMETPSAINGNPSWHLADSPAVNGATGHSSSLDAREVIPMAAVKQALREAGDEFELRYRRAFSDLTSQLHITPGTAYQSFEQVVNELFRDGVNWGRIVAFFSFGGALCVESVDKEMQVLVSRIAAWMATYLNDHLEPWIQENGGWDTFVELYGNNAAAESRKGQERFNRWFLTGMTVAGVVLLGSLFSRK
* = called active by the depositor. Cut-off read from the data, not from the text of the source, unless noted: active = inhibition above about 40%. An unsorted share of the library; 2.7% or so of the library scored in one or more.

Cc1nc2nc(C)c(CCC(=O)N3CCN(c4ccccn4)CC3)c(C)n2n1 was read as Bim-Bfl-1 -11, RGS4-Gao reg 98, RGS8-Gao reg 101, Bim-Mcl-1 0, Bcl-W Bim block 0, RGS7-Gao 100, Bim-Bcl-2 -10, Bcl-B Bim block -8, Mcl1 Noxa PPI 11, Mcl1-Bid inh 14 and Bcl-XL Bim block -4.
Screening O=C(COC(=O)C1(c2ccc(F)cc2)CCCC1)NCc1ccco1 returned Bim-Bfl-1 -6, RGS4-Gao reg 97, RGS8-Gao reg 97, Bim-Mcl-1 -4, Bcl-W Bim block -2, RGS7-Gao inconclusive, Bim-Bcl-2 -5, Bcl-B Bim block -4, Mcl1 Noxa PPI 31, Mcl1-Bid inh -38 and Bcl-XL Bim block -3.
Cc1ccc(C(C)C)c(OCc2nn(CC(=O)c3ccc(OC(F)F)cc3)c3[n+]2CCCCC3)c1 was read as Bim-Bfl-1 7, RGS4-Gao reg 107, RGS8-Gao reg 103, Bim-Mcl-1 -1, Bcl-W Bim block 0, RGS7-Gao inconclusive, Bim-Bcl-2 6, Bcl-B Bim block 2, Mcl1 Noxa PPI 9, Mcl1-Bid inh 11 and Bcl-XL Bim block 2.
N#Cc1c(SCC(=O)O)nc(N2CCOCC2)c2c1CCCC2 was read as RGS4-Gao reg 106, RGS8-Gao reg 102, RGS7-Gao inconclusive, Mcl1 Noxa PPI 10 and Mcl1-Bid inh -8.
`CSC(=Nc1ccccc1)Nc1ccccc1` gave RGS4-Gao reg 100, RGS8-Gao reg 99, RGS7-Gao inconclusive, Mcl1 Noxa PPI -4 and Mcl1-Bid inh -19.
`Cn1c(SCC(N)=O)nnc1C1CCN(C(=O)NC2CCCCC2)CC1` gave Bim-Bfl-1 -3, RGS4-Gao reg 97, RGS8-Gao reg 110, Bim-Mcl-1 -5, Bcl-W Bim block -1, RGS7-Gao 103, Bim-Bcl-2 -2, Bcl-B Bim block -5, Mcl1 Noxa PPI 2, Mcl1-Bid inh -9 and Bcl-XL Bim block 0.
`N[C@@H](Cc1ccccc1)c1nnc(SCc2ccccc2Cl)o1` gave Bim-Bfl-1 -7, RGS4-Gao reg 109, RGS8-Gao reg 106, Bim-Mcl-1 1, Bcl-W Bim block 4, RGS7-Gao 111, Bim-Bcl-2 -4, Bcl-B Bim block -4, Mcl1 Noxa PPI 17, Mcl1-Bid inh 8 and Bcl-XL Bim block -11.
C/C(CCC(C)C)=N\Nc1cc(C)c2ccccc2n1 was read as Bim-Bfl-1 -6, RGS4-Gao reg 105, RGS8-Gao reg 106, Bim-Mcl-1 -4, Bcl-W Bim block -2, RGS7-Gao inconclusive, Bim-Bcl-2 -4, Bcl-B Bim block -6, Mcl1 Noxa PPI 13, Mcl1-Bid inh -3 and Bcl-XL Bim block -6.
For O=C(C1=C[C@H](C2CC2)C[C@H](OCc2ccc(CO)cc2)O1)N1CCN(Cc2ccccc2)CC1 the results were Bim-Bfl-1 -4, RGS4-Gao reg 100, RGS8-Gao reg 100, Bim-Mcl-1 -1, Bcl-W Bim block 2, RGS7-Gao 101, Bim-Bcl-2 -3, Bcl-B Bim block -3, Mcl1 Noxa PPI 7, Mcl1-Bid inh -1 and Bcl-XL Bim block -2.
Screening COc1ccc(CNC(=O)CS(=O)Cc2nc(-c3ccccc3C)oc2C)cc1 (centres undefined) returned Bim-Bfl-1 -4, RGS4-Gao reg 100, RGS8-Gao reg 98, Bim-Mcl-1 -3, Bcl-W Bim block -5, RGS7-Gao 102, Bim-Bcl-2 -7, Bcl-B Bim block -8, Mcl1 Noxa PPI -1, Mcl1-Bid inh -5 and Bcl-XL Bim block -7.
For Cc1ccc(S(=O)(=O)Nc2ccncc2)c(C)c1N(C)S(=O)(=O)c1ccc(F)cc1 the results were Bim-Bfl-1 -1, RGS4-Gao reg 102, RGS8-Gao reg 102, Bim-Mcl-1 0, Bcl-W Bim block -2, RGS7-Gao 103, Bim-Bcl-2 -1, Bcl-B Bim block -4, Mcl1 Noxa PPI 14, Mcl1-Bid inh -17 and Bcl-XL Bim block -3.
For CCn1c2ccccc2c2cc(NC(=O)C(C)Oc3ccccc3)ccc21 (centres undefined) the results were Bim-Bfl-1 -5, RGS4-Gao reg 93, RGS8-Gao reg 100, Bim-Mcl-1 -1, Bcl-W Bim block 0, RGS7-Gao 95, Bim-Bcl-2 -4, Bcl-B Bim block -6, Mcl1 Noxa PPI 7, Mcl1-Bid inh 29 and Bcl-XL Bim block -4.
For O=[N+]([O-])c1ccc(N2CCOCC2)cc1N1CCCCC1 the results were Bim-Bfl-1 -7, RGS4-Gao reg 107, RGS8-Gao reg 104, Bim-Mcl-1 1, Bcl-W Bim block 2, RGS7-Gao inconclusive, Bim-Bcl-2 -4, Bcl-B Bim block -3, Mcl1 Noxa PPI -3, Mcl1-Bid inh -14 and Bcl-XL Bim block 0.
Screening COc1cccc(NC(=O)COC(=O)CNS(=O)(=O)c2c(F)cccc2F)c1 returned Bim-Bfl-1 -1, RGS4-Gao reg 101, RGS8-Gao reg 89, Bim-Mcl-1 -2, Bcl-W Bim block -2, RGS7-Gao 99, Bim-Bcl-2 -6, Bcl-B Bim block -4, Mcl1 Noxa PPI 0, Mcl1-Bid inh -48 and Bcl-XL Bim block -5.
COC(=O)C1C(=O)c2c([nH]c(C(=O)OC3CCCCC3)c2C)CC1C (centres undefined) was read as Bim-Bfl-1 -10, RGS4-Gao reg 93, RGS8-Gao reg 97, Bim-Mcl-1 0, Bcl-W Bim block 0, RGS7-Gao 94, Bim-Bcl-2 -6, Bcl-B Bim block -5, Mcl1 Noxa PPI -6, Mcl1-Bid inh -22 and Bcl-XL Bim block -4.
Cc1cccn2c(=O)c(/C=C(\C#N)C(=O)NCc3ccco3)c(N3CCOCC3)nc12 was read as RGS4-Gao reg 108, RGS8-Gao reg 100, RGS7-Gao inconclusive, Mcl1 Noxa PPI -11 and Mcl1-Bid inh -17.
For COC(=O)C1=C(C)N(C)C(=O)NC1c1ccc(C)cc1 (centres undefined) the results were Bim-Bfl-1 0, RGS4-Gao reg 102, RGS8-Gao reg 98, Bim-Mcl-1 0, Bcl-W Bim block 0, RGS7-Gao 98, Bim-Bcl-2 1, Bcl-B Bim block 2, Mcl1 Noxa PPI -3, Mcl1-Bid inh -14 and Bcl-XL Bim block 0.
For CC1CCC(NC(=O)C2CCN(C(=O)NC3CCCCC3)CC2)CC1 (centres undefined) the results were Bim-Bfl-1 -10, RGS4-Gao reg 97, RGS8-Gao reg 98, Bim-Mcl-1 0, Bcl-W Bim block -1, RGS7-Gao 95, Bim-Bcl-2 -5, Bcl-B Bim block -4, Mcl1 Noxa PPI 10, Mcl1-Bid inh 10 and Bcl-XL Bim block 0.
`O=C(NC1(C(F)(F)F)NC(=O)N(Cc2cccnc2)C1=O)c1ccccc1` (centres undefined) gave Bim-Bfl-1 0, RGS4-Gao reg 46*, RGS8-Gao reg 52*, Bim-Mcl-1 0, Bcl-W Bim block 0, RGS7-Gao 42*, Bim-Bcl-2 0, Bcl-B Bim block -4, Mcl1 Noxa PPI 1, Mcl1-Bid inh 1 and Bcl-XL Bim block -1.
For CC(C)c1ccc(NC(=O)C(c2ccccc2)N2CC(=O)Nc3ccccc32)cc1 (centres undefined) the results were Bim-Bfl-1 0, Bim-Mcl-1 -3, Bcl-W Bim block -1, Bim-Bcl-2 0, Bcl-B Bim block -5, Mcl1 Noxa PPI -16, Mcl1-Bid inh -5 and Bcl-XL Bim block -5.
For Cc1ccnc2c(N3C(=O)C4C5c6ccccc6C(c6ccccc65)C4C3=O)cccc12 (centres undefined) the results were Bim-Bfl-1 -2, RGS4-Gao reg 96, RGS8-Gao reg 93, Bim-Mcl-1 3, Bcl-W Bim block -2, RGS7-Gao 99, Bim-Bcl-2 -4, Bcl-B Bim block -2, Mcl1 Noxa PPI 5, Mcl1-Bid inh 7 and Bcl-XL Bim block -2.
For COc1ccc(N2CCN(C(=O)CSc3nnc(-c4cccnc4)n3-c3ccccc3)CC2)cc1 the results were Bim-Bfl-1 -5, RGS4-Gao reg 105, RGS8-Gao reg 99, Bim-Mcl-1 -3, Bcl-W Bim block -4, RGS7-Gao 103, Bim-Bcl-2 -7, Bcl-B Bim block -8, Mcl1 Noxa PPI 8, Mcl1-Bid inh -10 and Bcl-XL Bim block -8.
Screening N#CC1=C(N)Nc2ncnn2C1c1ccc(F)cc1 (centres undefined) returned Bim-Bfl-1 -18, RGS4-Gao reg 94, RGS8-Gao reg 95, Bim-Mcl-1 -7, Bcl-W Bim block -7, RGS7-Gao 89, Bim-Bcl-2 -8, Bcl-B Bim block -9, Mcl1 Noxa PPI 7, Mcl1-Bid inh -30 and Bcl-XL Bim block -10.
For COc1cc(-c2noc(-c3cccc(Cl)c3)n2)cc(OC)c1OC the results were Bim-Bfl-1 -11, RGS4-Gao reg 99, RGS8-Gao reg 100, Bim-Mcl-1 -3, Bcl-W Bim block 0, RGS7-Gao 99, Bim-Bcl-2 -6, Bcl-B Bim block -8, Mcl1 Noxa PPI -20, Mcl1-Bid inh -72 and Bcl-XL Bim block -2.
`CC(=O)c1ccc(NC(=O)CO/N=C(\C)c2cccs2)cc1` gave Bim-Bfl-1 -1, RGS4-Gao reg 99, RGS8-Gao reg 102, Bim-Mcl-1 -4, Bcl-W Bim block -3, RGS7-Gao 102, Bim-Bcl-2 -2, Bcl-B Bim block -5, Mcl1 Noxa PPI 10, Mcl1-Bid inh -7 and Bcl-XL Bim block -5.
`CC(C)N(C(=O)CS(=O)(=O)c1ccc(Cl)c(Cl)c1)C(C)C` gave Bim-Bfl-1 3, RGS4-Gao reg 99, RGS8-Gao reg 102, Bim-Mcl-1 -2, Bcl-W Bim block -2, RGS7-Gao 99, Bim-Bcl-2 0, Bcl-B Bim block 1, Mcl1 Noxa PPI -11, Mcl1-Bid inh -11 and Bcl-XL Bim block -1.
COCCN(C(=O)Nc1ccc(OC)cc1OC)C1CCN(C(C)C)CC1 was read as Bim-Bfl-1 -7, RGS4-Gao reg 105, RGS8-Gao reg 104, Bim-Mcl-1 -3, Bcl-W Bim block 0, RGS7-Gao 133, Bim-Bcl-2 -6, Bcl-B Bim block -8, Mcl1 Noxa PPI 2, Mcl1-Bid inh -39 and Bcl-XL Bim block 0.
For O=C(CCCCCCCC(=O)c1ccccc1)c1ccccc1 the results were Bim-Bfl-1 -7, RGS4-Gao reg 98, RGS8-Gao reg 102, Bim-Mcl-1 -1, Bcl-W Bim block 0, RGS7-Gao 99, Bim-Bcl-2 -2, Bcl-B Bim block -5, Mcl1 Noxa PPI 10, Mcl1-Bid inh -13 and Bcl-XL Bim block -2.
`Cc1ccc(-c2nc3cc(Cl)ccc3o2)cc1` gave Bim-Bfl-1 -1, RGS4-Gao reg 102, RGS8-Gao reg 92, Bim-Mcl-1 -4, Bcl-W Bim block -5, RGS7-Gao 101, Bim-Bcl-2 -2, Bcl-B Bim block -1, Mcl1 Noxa PPI -13, Mcl1-Bid inh -15 and Bcl-XL Bim block 0.
